From PubChem
p53ts 32C tox – kills p53ts cells at the permissive temperature; H1299-p53A138V at 32C, ATP luminescence viability, 24 h; Potency, µM (highest dose often 46.1 µM), without a hit: at the top dose activity change, negative = cytotoxicity, hits mostly cytotoxic; 0.93% of 130,000 active;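 further: 0% = DMSO and -100% = full killing by reference compound; nearly all actives have a fitted effect of over 55% in size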
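ATP-content luminescence (ATPlite) read-out after 24 h compound exposure at 32C in H1299-p53A138V cells (600/well). Tested up to 46 uM. Normalized to DMSO (0%) and 100 uM tamoxifen (100% killing); Hill-fit AC50.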
p53ts 39C kill – kills p53ts cells at the nonpermissive temperature; H1299-p53A138V viability at 39C, ATP luminescence, 24 h; AID 902; Potency, µM (top dose mostly 46.1 µM), without a hit: top-dose activity change, negative = cell killing, usual class: cytotoxic; 1.5% of 130,000 active; further: nearly all actives have a fitted effect of over 55% in size
Peg3 imprint – inducers of genomic imprint erasure in mouse ES cells; Potency, µM (top dose mostly 60.7 µM), for inactives: at the highest dose activity change, positive = activation, actives largely listed as activators; mouse ES Peg3-LacZ reporter, beta-gal luminescence, 40 h; 0.02% of 110,000 active;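 further: 0% = negative control wells on the plate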
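Imprint erasure is scored as LacZ activity from the silenced maternal Peg3 allele in feeder-free female ES cells cultured 40 h with LIF. Luminescence is normalized to in-plate negative controls and fitted to the Hill equation.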
IkB sig inh – IkB pathway inhibition in ABC-DLBCL cells; ABC-DLBCL IkBa-CBG/CBR dual luciferase ratio, 4 h; response scale: scaled: untreated 0%, proteasome inhibitor 100%; Potency, µM (doses to about 57.1 µM), for inactives: at the top dose IkBa stabilization activation; 0.04% of 110,000 active; AID 445; active means well fitted curve in the direction sought with a large enough effect in the signal ratio, not every such curve was filed as active; inconclusive means small, poorly fitted or top-dose-only effect, or a change in a side signal; the % refers to the signal ratio;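 further: the direction sought is a rising ratio; 0% = basal untreated cells and 100% = reference inhibitor full response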
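Curves were fitted separately to fusion (green), unfused (red) and ratio luminescence, then classed by r2, magnitude and activity. Cells: OCI-Ly3, 4 h compound plus doxycycline at 37C; 10 uM MG-132 defined full response.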
Numbers without * were called inactive; & = joins results of further samples; [ ] = another dose, or the depositor's remark. Unless noted, the call rests on the fitted dose curve; in most records, active means well fitted curve in the direction sought with a large enough effect; inconclusive means small, poorly fitted or top-dose-only effect, or another doubt; inactive means no such curve, though single readings can be large; an effect the other way counts as inactive or inconclusive. Unless noted, on the % scale 0 is the no-effect control and ±100 the full control effect; potency means the concentration at half of the fitted maximal effect. Compounds as they come (roughly 1.7% active in at least one column).

For Cc1cc(NC(=O)c2ccc(COc3ccc(Cl)c(C)c3)o2)no1 the results were p53ts 32C tox 7%, p53ts 39C kill 7%, Peg3 imprint -24% and IkB sig inh 0.9%.
`O=C(c1ccccc1F)N1CCN(CC2CC3C=CC2C3)CC1` (stereo unspecified) gave p53ts 32C tox -8%, p53ts 39C kill -3%, Peg3 imprint -14% and IkB sig inh -2.0%.
`Cc1ccc(C)c(N(C(=O)Cn2nnc3ccccc32)C(C(=O)NCc2ccco2)c2ccncc2)c1` (stereo unspecified) gave p53ts 32C tox 2%, p53ts 39C kill 7%, Peg3 imprint -6% and IkB sig inh 0.8%.
CN(C)c1cc2c(cc1NC(=O)c1ccc(F)cc1)n(C)c(=O)n2C was read as p53ts 32C tox -9%, p53ts 39C kill -17%, Peg3 imprint -4%[10.9 µM] and IkB sig inh -0.6%.
COc1ccc(CCNC(=O)c2ccco2)cc1 was read as p53ts 32C tox -16%, p53ts 39C kill -9%, Peg3 imprint -17% and IkB sig inh -0.2%.
For CCOC(=O)C1=C(CNC2CCCCC2)NC(=O)NC1c1cc(C)ccc1C (stereo unspecified) the results were p53ts 32C tox 34%[activator], p53ts 39C kill 36%[activator], Peg3 imprint -7% and IkB sig inh 1.7%.
O=C1Nc2ccccc2C12OCC(COc1ccc(Cl)cc1)O2 (stereo unspecified) was read as p53ts 32C tox -11%, p53ts 39C kill -11%, Peg3 imprint -27% and IkB sig inh inconclusive.
`CCOC(=O)N1CCN(Cc2nc3cc([N+](=O)[O-])ccc3n2C(C)C)CC1` gave p53ts 32C tox -3%, p53ts 39C kill -11%, Peg3 imprint 20%[10.9 µM] and IkB sig inh inconclusive.
For CC(C)CNS(=O)(=O)c1ccc(CCC(=O)NCC2CCCO2)cc1 (stereo unspecified) the results were p53ts 32C tox -4%, p53ts 39C kill 0%, Peg3 imprint -4% and IkB sig inh 0.0%.
`CC1CCCCN1c1c(S(=O)(=O)c2ccc(Cl)cc2)cnc2ccccc12` (stereo unspecified) gave p53ts 32C tox 8%, p53ts 39C kill -27%, Peg3 imprint -9%[10.9 µM] and IkB sig inh 0.6%.
For COCCCNc1nc2c(c(=O)[nH]c(=O)n2C)n1CC(O)COc1ccccc1C (stereo unspecified) the results were p53ts 32C tox 4%, p53ts 39C kill 7%, Peg3 imprint 12% and IkB sig inh -2.4%.
`Cc1ccc(OCC(=O)Nc2ccc3nc(SCC(N)=O)sc3c2)cc1` gave p53ts 32C tox -9%, p53ts 39C kill 25%, Peg3 imprint 19%[10.9 µM] and IkB sig inh -1.3%.
Screening COC(=O)c1ccc(Oc2cc(C)nc(-n3nc(C)cc3C)n2)cc1 returned p53ts 32C tox -3%, p53ts 39C kill -2%, Peg3 imprint 25% and IkB sig inh -2.0%.
`COc1ccc(O[C@H]2C=C[C@@H](c3ccccc3)O[C@H]2COC(=O)CC/C(C)=N\O[C@@H](C)c2cn([C@H](CO)Cc3ccccc3)nn2)cc1` gave p53ts 32C tox 1%&-6%[9.22 µM] and p53ts 39C kill -1%&4%[9.22 µM].
O=C(NCC1CCCO1)C1c2ccccc2C(=O)N1C1CCCCCC1 (stereo unspecified) was read as p53ts 32C tox 2%, p53ts 39C kill -4%, Peg3 imprint -7% and IkB sig inh 0.2%.
`COc1cccc(Cn2c(=O)c(-c3ccc(Cl)cc3)nc3cnc(N4CCOCC4)nc32)c1` gave p53ts 32C tox 3%, p53ts 39C kill 0%, Peg3 imprint -7% and IkB sig inh 2.5%[11.4 µM].
For Cc1cnc(CNc2cc(-c3ccccc3Cl)ncn2)cn1 the results were p53ts 32C tox 7%, p53ts 39C kill -9%, Peg3 imprint inconclusive and IkB sig inh -3.6%[11.4 µM].
`CCc1cccc(NC(=O)Cn2c(=O)n(CCCCCC(=O)NCc3ccc(F)cc3)c(=O)c3sccc32)c1` gave p53ts 32C tox -4%, p53ts 39C kill -17%, Peg3 imprint -10%[10.9 µM] and IkB sig inh -2.5%.
CCOc1ccc(-n2cc(C(=O)Nc3cccc(C)n3)c3cc(OC)c(OC)cc3c2=O)cc1 was read as p53ts 32C tox -2%, p53ts 39C kill 2%, Peg3 imprint -12% and IkB sig inh -1.0%.
`COc1ccc2c(c1)[C@@]1(C)CCC[C@](C)(CO)C1CC2` (stereo partly specified) gave p53ts 32C tox -2%, p53ts 39C kill -9% and Peg3 imprint -10%.
Screening CCCc1nc(SCC(=O)Nc2ccc(N3CCOCC3)cc2)c2ccccc2n1 returned p53ts 32C tox 6% and p53ts 39C kill 13%.
COc1ccc(C(=O)Oc2c(C)occc2=O)cc1OC was read as p53ts 32C tox 22%, p53ts 39C kill -5%, Peg3 imprint -16% and IkB sig inh 0.0%.
`COc1ccccc1CNC(=O)C1CCCN(c2nc3ccccc3n3cccc23)C1` (stereo unspecified) gave p53ts 32C tox 8%, p53ts 39C kill -24%, Peg3 imprint -15%[10.9 µM] and IkB sig inh 0.0%.
CCOC(=O)CCNC(C)C1COc2ccccc2O1 (stereo unspecified) was read as p53ts 32C tox -6%, p53ts 39C kill 1% and IkB sig inh -1.2%.

Three entries out of the list, arranged by formula weight, low to high:
`COc1ccc2c(c1)[C@@]1(C)CCC[C@](C)(CO)C1CC2` (stereo partly specified) gave p53ts 32C tox -2%, p53ts 39C kill -9% and Peg3 imprint -10%.
CCOC(=O)CCNC(C)C1COc2ccccc2O1 (stereo unspecified) was read as p53ts 32C tox -6%, p53ts 39C kill 1% and IkB sig inh -1.2%.
Screening COC(=O)c1ccc(Oc2cc(C)nc(-n3nc(C)cc3C)n2)cc1 returned p53ts 32C tox -3%, p53ts 39C kill -2%, Peg3 imprint 25% and IkB sig inh -2.0%.

The list continues.
For O=S(=O)(c1ccccc1)N1CCC[C@@]2(CCN(Cc3ccccc3)C2)C1 the results were p53ts 32C tox -3%, p53ts 39C kill 6% and IkB sig inh 1.2%[11.4 µM].
`CC(=O)c1c(C)oc2c1cc(NS(=O)(=O)c1ccc(Br)cc1)c1ccccc12` gave p53ts 32C tox 20%, p53ts 39C kill -17%, Peg3 imprint -22%[10.9 µM] and IkB sig inh 0.4%.
COc1ccc(S(=O)(=O)Nc2cc(C(C)C)c(O)cc2C)cc1 was read as p53ts 32C tox -7%, p53ts 39C kill -1%, Peg3 imprint -2% and IkB sig inh inconclusive.
Screening O=C1CC(c2ccc3c(c2)OCO3)c2cc3c(cc2N1)OCCO3 (stereo unspecified) returned p53ts 32C tox 0%, p53ts 39C kill -6%, Peg3 imprint -3% and IkB sig inh 3.6%.
`Cc1ccc(C2c3[nH]c4ccccc4c3CCN2C(=O)CCC2CCCC2)cc1` (stereo unspecified) gave p53ts 32C tox -17%, p53ts 39C kill -13%, Peg3 imprint 1%[10.9 µM] and IkB sig inh 0.4%.
`Cc1cc2c(cc1S(=O)(=O)Nc1cccc(C#N)c1)OCC(=O)N2` gave p53ts 32C tox 0%, p53ts 39C kill -6%, Peg3 imprint 13%[10.9 µM] and IkB sig inh -0.9%.
CCOC(=O)c1cc2c(=O)n3ccccc3nc2n(CCCOC)c1=NC(C)=O was read as p53ts 32C tox 2%, p53ts 39C kill -2%, Peg3 imprint -8% and IkB sig inh -1.5%.
Screening CCOc1ccc2nc(N3CCC(C(=O)N4CCN(C(=O)c5ccco5)CC4)CC3)sc2c1 returned p53ts 32C tox inconclusive, p53ts 39C kill inconclusive, Peg3 imprint -16% and IkB sig inh inconclusive.
Screening Cc1nn(C)c(C)c1S(=O)(=O)N(CC(=O)NCc1cccs1)c1ccc(C(C)C)cc1 returned p53ts 32C tox 11%, p53ts 39C kill 2%, Peg3 imprint -6% and IkB sig inh 3.0%.
Screening CCOc1ccc(-n2c(=O)c3c(C)c(C(=O)N(C)C)sc3n(CC(=O)Nc3c(C)cc(C)cc3C)c2=O)cc1 returned p53ts 32C tox -14%, p53ts 39C kill -15%, Peg3 imprint 14%[10.9 µM] and IkB sig inh -3.0%.
`COC(=O)c1c(C(=O)OC)c(C)n(Cc2ccco2)c1C` gave p53ts 32C tox -6%, p53ts 39C kill 18%, Peg3 imprint -6% and IkB sig inh -1.6%.
Screening Cc1cccc(OCC(=O)Nc2cc(-c3ccccc3F)nn2-c2ccccc2)c1 returned p53ts 32C tox -2%, p53ts 39C kill -6%, Peg3 imprint 7%[10.9 µM] and IkB sig inh -0.1%.
`CCOC(=O)CSc1nc2ccccc2n2c(C)nnc12` gave p53ts 32C tox -1%, p53ts 39C kill 2%, Peg3 imprint -7%[10.9 µM] and IkB sig inh 5.3%.
For Cn1c(=O)c(C(=O)COC(=O)c2cc(-c3ccccc3)nc3ccccc23)c(N)n(Cc2ccccc2)c1=O the results were p53ts 32C tox 1%, p53ts 39C kill -6% and Peg3 imprint -14%.
`CCOc1ccc(C(=O)N(C)C2CCS(=O)(=O)C2)cc1` (stereo unspecified) gave p53ts 32C tox -8%, p53ts 39C kill 5%, Peg3 imprint -6% and IkB sig inh 7.7%.
For COc1ccc(Cc2nnc(SCC(=O)NCCc3ccccc3)o2)cc1 the results were p53ts 32C tox -8%, p53ts 39C kill -3%, Peg3 imprint -6% and IkB sig inh 3.3%.
`Cc1sc(NC(=O)c2ccc(Cl)s2)c(C(N)=O)c1C` gave p53ts 32C tox inconclusive, p53ts 39C kill inconclusive, Peg3 imprint -57%[inhibitor] and IkB sig inh 4.8%.
CC1(C)CC(=O)C(N=Nc2ccc(Cl)cc2)=C(O)C1 was read as p53ts 32C tox -5% and p53ts 39C kill 15%.
For O=C(Nc1nccs1)c1cccc(S(=O)(=O)N2CCOCC2)c1 the results were p53ts 32C tox -6%, p53ts 39C kill -10%, Peg3 imprint -7% and IkB sig inh -0.1%.
Screening Nc1c(C(=O)NCCc2ccccc2)nnn1Cc1ccc(Cl)cc1 returned p53ts 32C tox -1% and p53ts 39C kill 13%.
Screening Cc1c(C)n(Cc2ccccc2)c2ccc(C(=O)NCc3ccco3)cc12 returned p53ts 32C tox -16%, p53ts 39C kill -5%, Peg3 imprint 9%[10.9 µM] and IkB sig inh -1.7%.
For COc1ccc(-c2nnn(CC(=O)N(CC(=O)NC3CCCC3)c3cccc(C)c3)n2)cc1OC the results were p53ts 32C tox -6%, p53ts 39C kill 1%, Peg3 imprint -12% and IkB sig inh -0.9%.
For O=C(O)c1ccc2c(c1)OCO2 the results were p53ts 32C tox -1%, p53ts 39C kill 8% and Peg3 imprint -4%.
`O=C(NCCCN1CCN(CCCNC(=O)c2ccccc2F)CC1)c1ccccc1F` gave p53ts 32C tox 6%, p53ts 39C kill 11%, Peg3 imprint -1% and IkB sig inh 2.4%.

The closing four entries of the part above are carried over, then new ones follow.
Screening Cc1c(C)n(Cc2ccccc2)c2ccc(C(=O)NCc3ccco3)cc12 returned p53ts 32C tox -16%, p53ts 39C kill -5%, Peg3 imprint 9%[10.9 µM] and IkB sig inh -1.7%.
For COc1ccc(-c2nnn(CC(=O)N(CC(=O)NC3CCCC3)c3cccc(C)c3)n2)cc1OC the results were p53ts 32C tox -6%, p53ts 39C kill 1%, Peg3 imprint -12% and IkB sig inh -0.9%.
For O=C(O)c1ccc2c(c1)OCO2 the results were p53ts 32C tox -1%, p53ts 39C kill 8% and Peg3 imprint -4%.
`O=C(NCCCN1CCN(CCCNC(=O)c2ccccc2F)CC1)c1ccccc1F` gave p53ts 32C tox 6%, p53ts 39C kill 11%, Peg3 imprint -1% and IkB sig inh 2.4%.
`COc1ccc(NC(=O)CSc2nc3c(oc4ccccc43)c(=O)n2Cc2ccco2)cc1Cl` gave p53ts 32C tox 7%, p53ts 39C kill inconclusive, Peg3 imprint -20%[10.9 µM] and IkB sig inh inconclusive.
`CCN(CC)S(=O)(=O)c1ccc(NC(=O)c2c(-c3ccccc3)noc2C)cc1` gave p53ts 32C tox 2%, p53ts 39C kill -5%, Peg3 imprint -13% and IkB sig inh 1.3%.
`C=Cc1ccc(Cn2c(C(=O)O)c(CNC3CCCC3)c3ccc(C)cc32)cc1` gave p53ts 32C tox 16%, p53ts 39C kill -22%, Peg3 imprint -5%[10.9 µM] and IkB sig inh 0.5%.
Screening COc1cc(NC(=O)CCc2ccccc2)nc(OC)n1 returned p53ts 32C tox -6%, p53ts 39C kill 2%, Peg3 imprint -13% and IkB sig inh 4.7%.
Screening Cc1nc(N2CCCC2)c2c(C(=O)N3CCN(c4cccc(Cl)c4)CC3)c(C)oc2n1 returned p53ts 32C tox 4%, p53ts 39C kill 4%, Peg3 imprint -9%[10.9 µM] and IkB sig inh inconclusive.
O=C(CCn1c(=S)[nH]c2ccccc2c1=O)NCCCN1CCCC1=O was read as p53ts 32C tox 11%, p53ts 39C kill -4%, Peg3 imprint -10% and IkB sig inh -0.4%.
